Screening results as filed in PubChem.
CHX counter = Cycloheximide Counterscreen for Small Molecule Inhibitors of Shiga Toxin | max response, % | 300,000 tested, 12% active | cell reporter, cycloheximide protein synthesis inhibition counterscreen; in the data active = max response mostly above about 13%, no sharp cut-off; inactive = mostly below about 14%; note: read at 38.3 µM for the half of the compounds with a filed dose; 0% is about no effect
Pf growth 48h = Primary qHTS for delayed death inhibitors of the malarial parasite plastid, 48 hour incubation; P. falciparum luciferase growth in erythrocytes, 48 h; Potency, µM (titrated, usually from 28.7 µM), for the others: top-dose activity change, negative = inhibition, most hits filed as inhibitors; 310,000 tested, 5.9% active; AID 504832, 2011; note: potency is the fitted concentration of half-maximal effect; % is set by controls: 0 for no effect and ±100 for the full control effect
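Read-out is firefly luciferase luminescence from an integrated reporter in P. falciparum, so falling signal marks reduced parasite growth. Infected erythrocytes were at 2% hematocrit and 0.1% parasitemia (final) in Albumax-supplemented RPMI 1640.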
Giardia FBPA inh = qHTS Assay for Inhibitors of Fructose-1,6-bisphosphate Aldolase from Giardia Lamblia | A8B2U2 | purified Giardia FBPA | Potency, µM (top dose mostly 59.6 µM), for the others: top-dose activity, negative = inhibition, actives largely listed as inhibitors | 290,000 tested, 0.71% active; note: potency is the fitted concentration of half-maximal effect; % is set by controls: 0 for no effect and ±100 for the full control effect; nearly all actives have a fitted effect of over 55% in size
Target sequence (A8B2U2 whole entry, looked up): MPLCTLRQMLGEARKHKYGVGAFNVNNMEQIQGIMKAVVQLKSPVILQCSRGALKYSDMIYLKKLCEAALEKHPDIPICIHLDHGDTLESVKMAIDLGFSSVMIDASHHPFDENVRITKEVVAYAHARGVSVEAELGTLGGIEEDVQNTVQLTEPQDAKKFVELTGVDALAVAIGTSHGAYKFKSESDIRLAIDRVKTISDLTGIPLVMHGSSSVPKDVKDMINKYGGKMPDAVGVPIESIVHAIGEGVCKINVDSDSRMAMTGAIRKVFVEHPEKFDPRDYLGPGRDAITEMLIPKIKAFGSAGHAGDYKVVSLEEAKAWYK
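40 nM FBPA preincubated 10 min at RT with compound (up to 57.5 uM final), then substrate plus GAPDH/TPI/NAD/arsenate coupling and diaphorase/resazurin added. Fluorescence read after 20 min at RT, 525/598 nm.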
Sm TGR inh = qHTS Assay for the Inhibitors of Schistosoma Mansoni Peroxiredoxins; Schistosoma mansoni thioredoxin glutathione reductase (TGR), Q962Y6; purified TGR, DTNB reduction, TNB absorbance 405 nm; Potency, µM (series often up to 114 µM), for the others: at the top dose activity change, negative = inhibition, usual class: inhibitors; 360,000 tested, 3% active; AID 485364, 2010; note: potency is the fitted concentration of half-maximal effect; % is set by controls: 0 for no effect and ±100 for the full control effect; nearly all actives have a fitted effect of over 60% in size
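Kinetic colorimetric format: TGR-catalysed, NADPH-driven DTNB reduction monitored via TNB absorbance. Enzyme dispensed at 20 nM; compound exposure 15 min at room temperature before reaction start.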
Shiga inhibitor = A qHTS for Small Molecule Inhibitors of Shiga Toxin. Vero cells, Shiga toxin protein synthesis inhibition reporter. inhibition, % at 38.7 µM. 290,000 tested, 9.2% active. AID 2315, 2010; in the data active = inhibition mostly above about 28%, no sharp cut-off; inactive = mostly below about 43%; note: 0% is about no effect
Pf growth 96h = Primary qHTS for delayed death inhibitors of the malarial parasite plastid, 96 hour incubation | P. falciparum luciferase reporter growth, 96 h | Potency, µM (highest dose often 28.7 µM), without a hit: at the highest dose activity change, negative = inhibition, hits mostly inhibitors | 320,000 tested, 6.9% active | AID 504834, 2011; note: potency is the fitted concentration of half-maximal effect; % is set by controls: 0 for no effect and ±100 for the full control effect
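Two parasite generations (96 h, 37 C, 5% CO2) of compound exposure in infected erythrocytes (0.05% parasitemia, 2% hematocrit). Luciferase-reporter P. falciparum; decreased luminescence indicates inhibited growth, aimed at apicoplast-acting delayed death.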
Active calls of the source: *; ? = inconclusive; nt = no result given; & = joins results of further samples; [ ] = dose if it differs, or a comment. Unless noted, calls come from the whole dose curve; as a rule, active = well fitted curve in the direction sought with a large enough effect; inconclusive = small, poorly fitted or top-dose-only effect, or another doubt; inactive = no such curve, though single readings can be large; an effect the other way counts as inactive or inconclusive. Not a hit list; 24% or so of the library scored in one or more.

item	SMILES	CHX counter	Pf growth 48h	Giardia FBPA inh
1	Cc1nn(-c2ccccc2)c(N)c1C1(O)C(=O)Nc2ccccc21 (configuration not stated)	-2.4	45.4%[activator]	3.9%
2	O=C1CCC/C(=N/NC(=O)C2CCN(S(=O)(=O)c3cccs3)CC2)C1	-5.0	-0.7%	0.6%
3	CCc1cc2cc(C(=O)Nc3ccc(F)cc3)sc2s1	30.2*	-2.3%	-4.4%
4	O=C(COC(=O)c1cccc(S(=O)(=O)N2CCN(c3ccc(F)cc3)CC2)c1)NCC1CCCO1 (configuration not stated)	-1.6	7.3%	3.3%
5	CCCOP(=O)(c1ccc(N(C)C)cc1)C(O)c1cccnc1 (configuration not stated)	-2.1	-0.2%	4.8%
6	Cc1cc(C)n(-c2ccc(C(=O)NCc3ccc(F)cc3)cc2)n1	-2.3	-4.5%	1.1%
7	O=C1c2ccccc2NC(c2ccc(-c3cccs3)o2)N1O (configuration not stated)	nt	156.1%[activator]	nt
8	COc1cccc(/C=N/NC(=O)C(C)Sc2ccccc2)c1 (configuration not stated)	1.6	11.5%	-21.4%
9	COC(=O)C1=C(C)Nc2nnnn2C1c1cc(OC)ccc1OC (configuration not stated)	-2.7	13.5%	4.4%
10	O=C(O)CCNS(=O)(=O)c1ccccc1	-7.5	-11.3%	3.5%
11	N/C(Cc1ccc(Cl)cc1)=N\OC(=O)Cc1ccc([N+](=O)[O-])cc1	1.1	6.1%	-13.9%
12	CNC(=O)CSc1nc(-c2ccccc2)c(-c2ccccc2)o1	-2.2	?	0.5%
13	COc1cccc(/C=N/NC(=O)c2cc3c(OC)c(OC)ccc3[nH]2)c1OC	7.5	1.5%	-6.7%
14	Cc1nn(-c2ccccc2)c(C)c1NC(=O)COC(=O)c1ccccc1	nt	28.7%	nt
15	Cc1ccc(S(=O)(=O)N2CCOCC2)cc1C(=O)OCC(=O)c1ccc(Br)cc1	nt	-25.9%	nt

item	Sm TGR inh	Shiga inhibitor	Pf growth 96h
1	-5.1%	-4.6	28.7%
2	?	-11.6	-24.0%
3	-2.4%	76.3*	0.415µM*
4	1.9%	17.1	114.6%[activator]
5	4.7%	-15.8	-11.6%
6	-6.7%	33.0	20.4%
7	31.6µM*	nt	109.3%[activator]
8	0.0%	-6.2	84.3%[activator]
9	0.3%	9.1	?
10	4.8%	-16.5	5.5%
11	-3.2%	-8.4	75.7%[activator]
12	1.7%	-12.6	?
13	-6.2%	22.2	-11.2%
14	-2.9%	nt	0.8%
15	-10.2%	nt	-22.0%

(further entries)
item	SMILES	CHX counter	Pf growth 48h	Giardia FBPA inh
16	COc1ccc(C(=O)COC(=O)CNC(=O)c2ccc(Cl)cc2Cl)c(OC)c1	nt	3.1%	nt
17	O=C1CN(C(=O)CSc2nnc(-c3ccccc3)n2Cc2ccc3c(c2)OCO3)c2ccccc2N1	-4.3	nt	3.5%
18	O=C(C1=C(O)C(=O)N(CCCN2CCOCC2)C1c1ccccn1)c1cccs1 (configuration not stated)	75.4*	?	-8.4%
19	O=C(O)CCSc1nc2ccccc2s1	-7.8	-23.8%	10.8%
20	CS(=O)(=O)c1nc(S(=O)(=O)c2ccc(Cl)cc2)c(NCCN2CCOCC2)s1	-2.0	-0.4%	nt
21	O=C(CN1C(=O)c2ccccc2C1=O)NCC(=O)OCC(=O)c1ccc(Br)cc1	1.7	5.9%	0.1%
22	O=C(CSc1ncccn1)N/N=C/c1ccccc1[N+](=O)[O-]	9.9	11.5%	5.8%
23	CCN(C(=O)C1CCN(c2nc(-c3ccc(OC)cc3)no2)CC1)c1ccccc1	-2.5	?	-4.1%
24	COc1ccc(NC(=O)CN(C)C(=O)c2cccc(S(=O)(=O)Nc3ccccc3Cl)c2)cc1	nt	-23.8%	nt
25	COc1cc2ccccc2cc1C(=O)Nc1ccc(C)cc1	25.8*	?	16.3%
26	O=CN1CCCN(Cc2nc(-c3cccc(Cl)c3)no2)CC1	28.3*	86.9%[activator]	1.5%
27	C/C(=N\NC(=O)Cc1ccccc1)c1ccc(Br)s1	11.4	27.4%	8.8%
28	O=C(Nc1ccc2c(c1)OCCO2)C1CCN(S(=O)(=O)c2ccc(Br)s2)CC1	29.6	nt	-10.4%
29	Cc1oc2cc(O)ccc2c(=O)c1-c1cnn(-c2ccccc2)c1	14.3	1.5%	7.3%
30	O=C(COc1coc(CN2CCN(c3cccc(Cl)c3)CC2)cc1=O)NC1CCCC1	nt	9.28µM*	nt

item	Sm TGR inh	Shiga inhibitor	Pf growth 96h
16	-5.7%	nt	19.3%
17	17.9%[11.4 µM]	-13.0	9.9%
18	-0.4%	43.1*	49.0%[activator]
19	-2.5%	-8.2	1.2%
20	?	-3.2	-16.9%
21	28.2%	-11.4	-2.5%
22	5.2%	46.9	9.4%
23	11.1%	-1.4	?
24	-12.7%	nt	?
25	3.7%	74.9	-17.0%
26	4.4%	23.7	2.9%
27	0.0%	-3.4	77.8%[activator]
28	10.2%	25.1	51.2%[activator]
29	-0.4%	16.1	0.7%
30	0.0%	nt	?

Other results
item	SMILES	CHX counter	Pf growth 48h	Giardia FBPA inh
31	COc1ccc2cc(CCNC(=O)CC(C)(C)C)c(=O)[nH]c2c1	-0.7	-10.4%	0.0%
32	COc1cc(/C=C2\SC(=S)N(NC(=O)c3ccccc3O)C2=O)ccc1O	8.0	-7.7%	-21.0%
33	CC(C)OC(=O)CSc1nnc(Cc2ccccc2)n1C	-1.2	18.0%	6.8%
34	O=C1CCCN1Cc1ccccc1	-2.4	19.2%	-0.8%
35	N#CC(C#N)C(c1ccsc1)c1c(-c2ccccc2)[nH][nH]c1=O (configuration not stated)	-2.5	-11.1%	-22.3%
36	Cc1cc(C(F)(F)F)nc(SCCN2CCOCC2)c1C#N	-0.8	4.9%	2.1%
37	N#C/C(=C(/O)c1ccc([N+](=O)[O-])s1)c1nc2ccccc2[nH]1	2.3	7.4%	-0.1%
38	NC(=O)C[n+]1cccc(CNC(=O)c2ccc(OC(F)F)cc2)c1	0.1	30.7%[activator]	7.8%
39	CSc1ccc(OC2CCCCC2NS(=O)(=O)c2ccc(Cl)cc2)cc1 (configuration not stated)	-3.2	-15.9%	0.0%
40	O=C(Nc1ccc(Br)cc1Br)c1cccc2c1C(=O)N(C1CCCCC1)C2	-3.7	?	nt
41	Cc1nc(NC(=O)COc2ccccc2)sc1C(=O)Nc1ccccc1	12.7	13.7%	-2.6%
42	O=[N+]([O-])c1cccc(NC(=S)Nc2nc(-c3ccccc3Cl)cs2)c1	32.8*	?	14.5%
43	O=C(NCc1ccco1)C1CCCN1S(=O)(=O)c1ccccc1C(F)(F)F (configuration not stated)	-2.9	72.2%[activator]	0.2%
44	CCC(CO)NCC(O)COCc1ccc2c(c1)OCO2 (configuration not stated)	-2.7	6.0%	?
45	Cc1ccc(S(=O)(=O)N(C)C)cc1NC(=O)COC(=O)c1c(-c2ccccc2)noc1C	nt	-26.2%	nt

item	Sm TGR inh	Shiga inhibitor	Pf growth 96h
31	-14.8%	26.3	470.3%[activator]
32	-5.4%	-5.8	-12.6%
33	7.0%	21.5	-9.8%[5.75 µM]
34	-6.1%	6.6	40.6%[activator]
35	-25.6%	-19.8	4.4%
36	-10.9%	-11.2	12.1%
37	-3.5%	7.1	?
38	5.5%	10.2	26.8%
39	11.6%	10.3	?
40	0.4%	15.5	?
41	-2.0%	51.0	0.0%
42	-18.6%	74.7*	30.2%[activator]
43	?	-3.3	-14.0%
44	9.6%	-10.7	-1.6%
45	-5.5%	nt	?

One compound at a time, as listed above. Order of values: CHX counter	Pf growth 48h	Giardia FBPA inh	Sm TGR inh	Shiga inhibitor	Pf growth 96h
O=C(Nc1ccc(Br)cc1Br)c1cccc2c1C(=O)N(C1CCCCC1)C2 across the screens: -3.7	?	nt	0.4%	15.5	?
CCC(CO)NCC(O)COCc1ccc2c(c1)OCO2 (configuration not stated) across the screens: -2.7	6.0%	?	9.6%	-10.7	-1.6%
Cc1ccc(S(=O)(=O)N(C)C)cc1NC(=O)COC(=O)c1c(-c2ccccc2)noc1C across the screens: nt	-26.2%	nt	-5.5%	nt	?
O=[N+]([O-])c1cccc(NC(=S)Nc2nc(-c3ccccc3Cl)cs2)c1 across the screens: 32.8*	?	14.5%	-18.6%	74.7*	30.2%[activator]
NC(=O)C[n+]1cccc(CNC(=O)c2ccc(OC(F)F)cc2)c1 across the screens: 0.1	30.7%[activator]	7.8%	5.5%	10.2	26.8%

Later entries
item	SMILES	CHX counter	Pf growth 48h	Giardia FBPA inh
46	CCOC(=O)c1ccc(NC(=S)N2CCCC(C(=O)OCC)C2)cc1 (configuration not stated)	-5.1	-16.1%	0.7%
47	O=C(c1cc(COc2ccc(F)cc2F)on1)N1CCCC(c2ccccc2)C1 (configuration not stated)	18.6*	7.9%	1.5%
48	O=C(/C=C/c1ccccc1)NCCOc1ccccc1	39.4*	38.5%[activator]	-0.1%
49	Cc1ccc(NC(=O)C2CCCN(S(=O)(=O)c3ccc4[nH]c(=O)ccc4c3)C2)nc1 (configuration not stated)	-3.2	?	-2.0%
50	CCOC(=O)c1c(NC(=O)COC(=O)c2cc(OC)c(OC)cc2[N+](=O)[O-])sc(C)c1C	-2.9	8.8%	-1.0%
51	COC1(C2=NCCN2)COc2ccccc2O1 (configuration not stated)	nt	9.0%	-4.4%
52	COc1ccc(NC(=S)N2CCN(S(C)(=O)=O)CC2)cc1	-1.9	0.0%	nt
53	O=C(Nc1ccc2c(c1)CCC2)Nc1ccccc1Cl	57.0*	95.7%[activator]	-7.8%
54	C1CC1Cc1noc(CN2CCN(C3C4CC5CC(C4)CC3C5)CC2)n1 (configuration not stated)	-3.1	19.8%	4.7%
55	O=C1c2ccccc2COc2ccc(O)cc21	9.7	20.2%	-7.9%
56	Cc1cccc(N2CCc3c2nc2ccc(Br)cc2c3N)c1	16.3*	?	?
57	CCc1sc(C(=O)Nc2cccc(C(C)=O)c2)cc1C	27.5*	74.8%[activator]	-19.0%
58	COCCN(C(=O)COC(=O)C1(C)CC1(Cl)Cl)c1c(N)n(Cc2ccccc2)c(=O)[nH]c1=O (configuration not stated)	-0.7	4.7%	nt
59	COc1cccc(C(=O)Nc2nnc(S(=O)(=O)N3CCCC3)s2)c1	-10.2	4.5%	nt
60	CN(c1ccccc1)c1cc(=O)[nH]c(=O)[nH]1	-2.4	-2.7%	-10.1%
61	CCOC(=O)C1=NNC2C(=O)N(CC)C(=O)C12 (configuration not stated)	-3.6	220.9%[activator]	6.0%

item	Sm TGR inh	Shiga inhibitor	Pf growth 96h
46	6.6%	-12.0	13.4%
47	1.8%	28.3	0.0%
48	-4.7%	76.8*	24.1%
49	-11.9%	-8.3	?
50	1.1%	-8.2	17.4%
51	1.8%	nt	32.5%[activator]
52	0.0%	-13.4	189.6%[activator]
53	-2.1%	154.9*	?
54	-9.6%	22.7	13.1µM*
55	-8.4%	64.0	115.9%[activator]
56	0.8%	42.7	-14.9%
57	4.3%	15.8	72.2%[activator]
58	5.5%	8.0	9.6%
59	0.7%&6.0%	3.7	34.0%[activator]
60	2.9%	-4.5	14.3%
61	5.2%	-10.8	nt
